RSV CPE inhibition: RSV antiviral activity via CPE protection, HEp-2 cells, primary 10 µM value included (AID 2391). actives 0.13% (n = 310,000). HEp-2 cells, RSV-induced CPE inhibition; higher % means a stronger effect. one-dose CPE inhibition, % at 10 µM; IC50 in µM for titrated hits; in the data active = a potency from the dose series; inconclusive = CPE inhibition mostly from about 23% at the one dose, without a potency; inactive = the rest, 99 in 100 with CPE inhibition below about 21%; also: strong numbers were not always called active
MgcRacGAP inhibition: MgcRacGAP GTPase-activating activity inhibitors, confirmation, biochemical, ADP Hunter fluorescence | MgcRacGAP-stimulated Rac1 GTP hydrolysis, ADP Hunter fluorescence; higher % means a stronger effect; GST-tagged Rac1 F28L mutant substrate | actives 0.6% (n = 340,000) | AID 624330, 2012 | Rac GTPase-activating protein 1 (Homo sapiens) | one-dose inhibition, % at 30 µM; IC50 in µM for titrated hits;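 active = first-screen hits whose inhibition reached a set limit at any dose in the follow-up dose series; inconclusive = inhibition above the set first-screen limit but never retested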;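 also: fluorescence reports GDP produced by GAP-driven GTP hydrolysis; strong numbers were not always called active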
AID2073: inhibitors of Mint1-CaV2.2 protein interaction, biochemical, HTRF (AID 2073); Voltage-dependent N-type calcium channel subunit alpha-1B (Homo sapiens); HTRF protein-protein interaction, Mint1-CaV2.2; higher % means a stronger effect; inhibition, % at 20 µM; hits with a dose series show IC50 in µM; actives 0.19% (n = 290,000); in the data active = inhibition mostly above about 51%, no sharp cut-off; inconclusive = no clear call, values can overlap the other calls; inactive = mostly below about 53%; also: some results filed as inactive read as strong as hits
SV40 large T antigen: SV40 large T antigen inhibitors, biochemical (AID 1903) | SV40 large T antigen ATPase/helicase inhibition assay; higher % means a stronger effect | inhibition, % at 20 µM; hits with a dose series show IC50 in µM | actives 0.39% (n = 310,000); in the data active = a potency from the dose series; inconclusive = inhibition mostly from about 32% at the one dose, without a potency; inactive = the rest, 99 in 100 with inhibition below about 32%; also: strong numbers were not always called active
SIAH1 antagonists: Siah-1 peptide-binding antagonists, primary screen, biochemical, fluorescence polarization, rhodamine-plectin, uHTS (AID 1817) | E3 ubiquitin-protein ligase SIAH1 (Homo sapiens) | actives 0.02% (n = 290,000) | Siah-1 / rhodamine-plectin peptide fluorescence polarization; higher % means a stronger effect | one-dose displacement, % at 20 µM; IC50 in µM for titrated hits;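 active = displacement of at least 50% at 20 µM, with a fluorescence ratio check between 0.3 and a set limit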;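 also: plate controls were Siah plus tracer with DMSO for no effect and tracer alone without Siah for full effect; strong numbers were not always called active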
West Nile virus CPE: West Nile virus antiviral activity, cell-based, CPE readout (AID 1621); one-dose CPE inhibition, % at 10 µM; IC50 in µM for titrated hits; actives 0.02% (n = 290,000); West Nile virus-infected cells, CPE inhibition; higher % means a stronger effect; in the data active = a potency from the dose series; inconclusive = CPE inhibition mostly from about 3.7% at the one dose, without a potency; inactive = the rest, 99 in 100 with CPE inhibition below about 2.2%; also: strong numbers were not always called active
K1F lysis inhibition: inhibition of K1F phage lysis, E. coli UTI89, bacterial capsule biogenesis inhibitors, alamar blue (AID 488966) | actives 0.02% (n = 340,000) | E. coli UTI89 K1F phage lysis, alamar blue, 2 h; higher % means a stronger effect | one-dose inhibition, % at 100 µM; IC50 in µM for titrated hits;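 active = phage lysis inhibition, versus mean bacterial control, above a set limit; inconclusive = no clear call, values can overlap the other calls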;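 also: capsule biogenesis inhibitors block K1F phage lysis so surviving cells raise fluorescence; higher fluorescence means more inhibition of phage lysis; actives were called in the ten point dose series up to 300 µM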
NTR1 ag: agonists of NTR1, primary screen, imaging, U2OS cells, beta-arrestin-GFP, high content (AID 493036) | Neurotensin receptor type 1 (Homo sapiens), P30989 | NTR1-U2OS beta-arrestin-GFP spot imaging, agonist mode | activation, % at 20 µM | actives 0.17% (n = 330,000);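 active = activation at or above 40% of the spot to cytoplasm intensity ratio, with at least 20 cells analyzed; inconclusive = wells under 20 cells, flagged as cytotoxic or low count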;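 also: 0% = DMSO without peptide and 100% = 100 nM NTR1 peptide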
Target sequence (P30989 whole entry, looked up): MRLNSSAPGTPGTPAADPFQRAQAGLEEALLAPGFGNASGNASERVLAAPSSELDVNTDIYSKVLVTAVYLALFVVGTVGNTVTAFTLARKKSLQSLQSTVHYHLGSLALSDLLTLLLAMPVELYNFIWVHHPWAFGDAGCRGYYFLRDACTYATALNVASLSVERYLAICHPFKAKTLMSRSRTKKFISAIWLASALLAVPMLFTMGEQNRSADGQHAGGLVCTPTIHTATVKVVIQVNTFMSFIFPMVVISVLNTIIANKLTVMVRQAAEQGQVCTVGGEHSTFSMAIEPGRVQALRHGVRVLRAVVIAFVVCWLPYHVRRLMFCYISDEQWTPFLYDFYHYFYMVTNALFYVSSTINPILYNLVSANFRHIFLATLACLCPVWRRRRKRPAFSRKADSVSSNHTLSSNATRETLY
NS5 inhibitors: Dengue-2 NS5 methyltransferase inhibitors, primary screen, biochemical, confirmation dose response (AID 588689); Genome polyprotein (Dengue virus type 2 (strain 16681-PDK53)); Dengue-2 NS5 methyltransferase capping enzyme assay, biochemical; higher % means a stronger effect; inhibition, % at 25 µM, or IC50 in µM where a hit was titrated; actives 0.3% (n = 340,000); in the data active = a potency from the dose series; inconclusive = inhibition above about 29% without an active follow-up result
NTR1 ag cell count 20 µM: second read-out of NTR1 ag, no call of its own (marks repeat the call); cell count; measured here: cell count, cytotoxicity flag
NS5 inhibitors pilot replicate: recorded beside NS5 inhibitors, whose call it bears; inhibition, %; measured here: pilot screen replicate inhibition
Numbers without * were called inactive; ? = inconclusive; . = no result given; [ ] = another dose, or the depositor's remark.

The first five entries as a preview:
SMILES	RSV CPE inhibition	MgcRacGAP inhibition	AID2073	SV40 large T antigen	SIAH1 antagonists	West Nile virus CPE	K1F lysis inhibition	NTR1 ag	NTR1 ag cell count 20 µM	NS5 inhibitors	others
CN1CCN(C(=O)c2cnn3c2NC(c2ccccc2)CC3C(F)(F)F)CC1 (stereo not drawn)	-1.1%	7.6%	-7.1%	-9.7%	-0.1%	0.3%	-0.2%	-1.2	57	-3.8%
CCSc1nc2ccccc2n1CC(N)=O	-0.5%	4.6%	15.4%	-3.8%	18.1%	0.3%	1.8%	-1.4	55	1.6%
COc1cccc(CN2CC(C(=O)NC3CCC(O)CC3)CCC2=O)c1 (stereo not drawn)	2.4%	4.8%	10.9%	13.4%	-2.6%	0.6%	-0.2%	2.5	41	0.7%
C/C(CC(=O)NC1CCCCC1)=N\NC(=O)COc1ccc(C)cc1Br	0.8%	3.1%	-4.7%	6.8%	0.9%	0.5%	0.5%	-0.4	48	-7.0%
COc1ccccc1N1CCN(C(=O)c2ccco2)CC1	0.6%	1.7%	-3.3%	1.5%	6.7%	-0.1%	-0.6%	1.1	35	-1.5%

All compounds of this part, from the first entry:
SMILES	RSV CPE inhibition	MgcRacGAP inhibition	AID2073	SV40 large T antigen	SIAH1 antagonists	West Nile virus CPE	K1F lysis inhibition	NTR1 ag	NTR1 ag cell count 20 µM	NS5 inhibitors	others
CN1CCN(C(=O)c2cnn3c2NC(c2ccccc2)CC3C(F)(F)F)CC1 (stereo not drawn)	-1.1%	7.6%	-7.1%	-9.7%	-0.1%	0.3%	-0.2%	-1.2	57	-3.8%
CCSc1nc2ccccc2n1CC(N)=O	-0.5%	4.6%	15.4%	-3.8%	18.1%	0.3%	1.8%	-1.4	55	1.6%
COc1cccc(CN2CC(C(=O)NC3CCC(O)CC3)CCC2=O)c1 (stereo not drawn)	2.4%	4.8%	10.9%	13.4%	-2.6%	0.6%	-0.2%	2.5	41	0.7%
C/C(CC(=O)NC1CCCCC1)=N\NC(=O)COc1ccc(C)cc1Br	0.8%	3.1%	-4.7%	6.8%	0.9%	0.5%	0.5%	-0.4	48	-7.0%
COc1ccccc1N1CCN(C(=O)c2ccco2)CC1	0.6%	1.7%	-3.3%	1.5%	6.7%	-0.1%	-0.6%	1.1	35	-1.5%
O=C1CCc2cc(S(=O)(=O)Nc3ccc(C(F)(F)F)cc3)cc3c2N1CC3	1.0%	2.7%	.	4.0%	.	.	-0.2%[50 µM]	0.5	77	3.6%
CC(C)CC(NC(=O)C1CCC(C)CC1)C(=O)Nc1cccnc1 (stereo not drawn)	-0.5%	7.7%	-0.5%	4.2%	-3.4%	-1.0%	0.1%	-0.2	84	-4.8%
Cc1cccn2c(=O)c(C(=O)NCCCN3CC(C)CC(C)C3)c(O)nc12 (stereo not drawn)	1.2%	7.8%	.	3.0%	.	.	1.1%[50 µM]	-1.4	47	-2.2%
Cn1c(=O)c2c(nc(CN3CCc4ccccc4C3)n2CC(=O)c2ccccc2)n(C)c1=O	-1.0%	0.4%	.	.	.	-0.8%	0.9%	2.9	54	-3.5%
O=C(NC(=S)Nc1cccc([N+](=O)[O-])c1)C1CCCCC1	1.1%	3.1%	6.3%	3.5%	0.7%	-0.2%	0.0%	1.9	65	-4.5%
COc1ccc(C(=O)N2CCCC(Nc3ccc(C)c(C)c3)C2)cc1 (stereo not drawn)	2.8%	16.9%	-5.6%	18.4%	4.7%	-0.7%	2.2%[50 µM]	2.2	58	0.7%
COc1cccc(CN2CCN(Cc3ccc(O)cc3)CC2CCO)c1 (stereo not drawn)	-2.6%	8.8%	-5.2%	23.0%	-5.3%	-0.5%	0.3%	-1.2	38	-1.6%
O=C(NC1CCCCC1)N1CCCC(c2nc3ccccc3[nH]2)C1 (stereo not drawn)	-0.8%	1.0%	0.8%	8.7%	0.1%	-0.5%	-0.4%	1.8	69	-0.7%
COc1ccc(NC(=O)COC(=O)c2cc(=O)c3ccccc3o2)cc1OC	1.6%	7.0%	.	.	.	.	0.0%[50 µM]	1.0	65	-1.5%
O=C(NCCc1ccccc1)c1ccc(-c2ccccc2Cl)o1	15.9%	5.2%	7.8%	5.9%	4.1%	0.1%	1.1%	-0.6	56	-8.8%
COc1ccc(NS(=O)(=O)c2cc(NC(=O)c3ccc(=O)[nH]n3)ccc2N2CCOCC2)cc1	0.8%	11.6%	.	.	.	.	0.5%[50 µM]	-1.9	94	-1.5%
CN(Cc1ccccc1)S(=O)(=O)c1nnc(NC(=O)c2ccccc2)s1	?	2.0%	18.5%	5.9%	4.9%	-0.6%	-0.2%	1.0	59	1.4%
Cc1nnc(SCC(=O)NCCN2C(=O)CSC2=O)s1	-0.1%	5.8%	-2.2%	9.7%	3.6%	0.2%	1.4%	2.1	82	-7.2%
COc1ccc(CNC(=O)C2CCNCC2)cc1	0.8%	5.2%	-20.9%	12.6%	-2.0%	0.5%	0.1%	-3.0	63	0.8%
COc1ccc(/C=N/NC(=O)CCc2c(C)n[nH]c2C)cc1O	1.7%	24.6%	-1.0%	33.9%	-2.7%	0.8%	0.4%	-1.4	80	-5.0%	NS5 inhibitors pilot replicate=-6.1
CCOC(=O)c1c(C)[nH]c(C)c1-c1ccccc1OC	0.2%	7.3%	-32.7%	4.4%	-3.2%	0.0%	0.4%	0.0	66	1.4%
COc1ccccc1C(CC(=O)Nc1nccs1)c1ccco1 (stereo not drawn)	0.8%	15.2%	28.6%	23.8%	2.4%	-0.2%	0.2%	-1.7	35	-7.1%
Clc1ccc(OCCn2cnc(Cl)c2Cl)cc1	11.5%	-1.4%	1.4%	3.7%	12.8%	-0.7%	0.8%	-0.9	65	2.9%
CSc1ncccc1C(=O)OCC(=O)c1[nH]c(C)c(C(C)=O)c1C	5.3%	9.8%	.	.	.	.	3.3%[50 µM]	1.2	72	-6.7%
CN1CCN(C(=S)SCC(=O)Nc2nc(-c3ccccc3)c(-c3ccccc3)o2)CC1	-0.3%	13.3%	-5.2%	1.2%	6.0%	-0.2%	0.7%[50 µM]	1.3	51	-2.9%
O=C1CSC(c2ccc(Cl)cc2)N1c1cccnc1 (stereo not drawn)	0.3%	3.6%	3.4%	5.9%	3.2%	0.4%	-0.3%	-0.1	60	-2.3%
COc1ccccc1/C=N/NC(=O)c1sc(C)nc1C	-1.3%	5.1%	-4.1%	3.0%	10.9%	0.4%	-0.3%	-0.5	34	-3.0%
Cc1ccc(-n2nnnc2Sc2ccc(S(=O)(=O)NCCN(C)C)cc2[N+](=O)[O-])cc1	-1.5%	3.0%	2.1%	-0.1%	-3.6%	-1.5%	1.9%	.	.	-7.9%
Cc1ccc(C(=O)CC(=O)c2cccc(F)c2)c(O)c1	5.2%	7.2%	8.8%	11.2%	1.3%	0.3%	0.1%	5.5	95	-4.0%
CC(C)=CCN1CCN(Cc2cccc3nonc23)CC1CCO (stereo not drawn)	-2.2%	.	2.8%	4.3%	-3.6%	-0.7%	.	0.7	98	.
O=C(CNS(=O)(=O)c1ccccc1)Nc1ccc(C(F)(F)F)cc1	0.2%	2.8%	16.1%	15.9%	1.6%	0.1%	-3.7%	1.2	57	3.2%
O=C(COC(=O)c1ccc(F)c(S(=O)(=O)N2CCOCC2)c1)c1ccccc1	.	0.8%	.	.	.	.	0.3%[50 µM]	3.3	52	2.2%
COc1ccccc1Nc1nnc(SCC(=O)N2CCCC2=O)s1	1.5%	5.8%	42.2%	14.1%	0.4%	0.7%	0.6%[50 µM]	0.4	50	2.8%
COCCNC(=O)C(=O)c1c(-c2ccccc2)[nH]c2ccccc12	2.2%	3.3%	?	8.3%	3.2%	-0.4%	0.4%	-0.5	69	1.5%
O=C(NCCc1ccccc1)c1nc2nc(-c3cccs3)cc(C(F)(F)F)n2n1	2.4%	6.4%	11.6%	5.6%	7.8%	-0.3%	0.5%	4.8	83	5.7%
CC(C)(C)c1ccc(OCCC(=O)NCCc2ccc(S(N)(=O)=O)cc2)cc1	11.0%	7.5%	4.3%	19.3%	1.6%	-0.8%	-0.1%	1.0	60	2.3%
CC(C)c1ccc(S(=O)(=O)c2ccc(NN)cc2)cc1	.	-0.8%	-6.0%	1.1%	1.1%	-1.6%	-0.6%	-0.5	85	0.0%
O=C(NCC(c1ccc(F)cc1)N1CCOCC1)c1cccnc1Sc1ccc(Cl)cc1 (stereo not drawn)	1.8%	3.0%	.	11.1%	.	.	-0.9%[50 µM]	0.9	46	5.8%
O=C(COC(=O)/C=C/c1ccc(Cl)cc1)NCCN1C(=O)CSC1=O	1.7%	-13.4%	6.0%	6.7%	6.5%	-0.4%	-1.8%	-0.4	38	-11.6%
CCN(CC)C1=NC=CC(c2ccccc2)=CC1C (stereo not drawn)	0.6%	7.3%	-2.8%	9.3%	2.6%	0.2%	1.6%[50 µM]	0.9	52	2.0%
COc1ccc2c(c1)SCC/C2=C\CN1C(=O)CCC1=O	1.5%	9.3%	-3.6%	25.1%	-0.3%	0.2%	0.2%	0.4	58	-5.5%
CCOC(=O)c1c(C)[nH]c(C(=O)CSc2nnc(C3CC3)n2N)c1C	2.2%	6.2%	23.1%	2.1%	0.4%	0.9%	-0.1%	2.1	76	-6.5%
Cc1cccc(NC(=O)Nc2ccc([N+](=O)[O-])cc2)n1	4.0%	0.3%	35.6%	8.6%	-3.0%	-1.3%	0.1%	3.8	61	-13.3%
O=C(NC1CCCCCC1)c1cc2ccccc2oc1=O	1.9%	-3.5%	-2.9%	2.2%	2.2%	-0.5%	-0.1%	1.7	70	0.0%
C[C@H](CO)N1C[C@H](C)[C@@H](CN(C)Cc2ccncc2)Oc2c(NS(=O)(=O)c3cn(C)cn3)cccc2C1=O	.	3.6%	.	.	.	.	-0.2%	-2.2	52	-5.6%
S=C(NCCN1CCOCC1)N/N=C/c1c2ccccc2cc2ccccc12	3.2%	8.4%	-17.6%	1.3%	4.9%	-0.3%	4.0%	2.5	60	11.0%
CCCCCCCCN1[C@@H](CC(=O)O)c2ccc(C(F)(F)F)cc2S1(=O)=O	1.1%	12.1%	.	11.3%	.	0.6%	0.4%	2.7	88	2.0%

High-throughput results from PubChem.
